# Assay outcomes as filed in PubChem.
# PI4K2A inh – PI4K2A (human) kinase inhibition. activity change, negative = inhibition, % at 76.9 µM. purified PI4K2A, ADP-Glo luminescence, 1 h; stronger effect = lower value. 420,000 compounds, 0.13% hits. Q9BTU6; in the data active means activity change below about -50%; inconclusive means mostly about -30% to -49%;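 further: -100% = wells without enzyme as full effect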
#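 ADP-Glo luminescence measured ADP generated by PI4K2A enzyme (4 ug/mL before mixing) with 1.2 mM PI substrate (pre-mix) and 300 microM ATP (pre-mix). Tris pH7.5 buffer with MgCl2, Triton X-100; 1 h reaction at ambient temperature.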
# TrxR1 substrate – is turned over as a substrate by rat TrxR1; O89049; purified TrxR1 substrate turnover, NADPH consumption readout; Potency, µM (doses to about 114 µM), without a hit: at the highest dose activity change, negative = substrate turnover; 390,000 compounds, 0.01% hits; AID 588456; further: potency means the concentration at half of the fitted maximal effect; on the % scale 0 is the no-effect control and ±100 the full control effect; nearly all actives have a fitted effect of over 50% in size
#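 Rat TrxR1, dispensed at 90 nM, was prereduced with 400 uM NADPH (final) for 5 min at ~22 deg C, then incubated with compound 15 min before 400 uM selenite. A first-read NADPH fluorescence drop versus no-compound background flagged substrates.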
# USP1 inh – inhibitors of human USP1/UAF1 deubiquitinase; O94782; 390,000 compounds, 0.23% hits; Potency, µM (doses to about 57.1 µM), for the others: at the top dose activity change, negative = inhibition, most hits filed as inhibitors; recombinant USP1/UAF1, Ub-Rhodamine cleavage fluorescence; further: potency means the concentration at half of the fitted maximal effect; on the % scale 0 is the no-effect control and ±100 the full control effect; nearly all actives have a fitted effect of over 60% in size; inactives centre near -12
#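 USP1/UAF1 complex (1 nM) preincubated 15 min at room temperature with compound, then Ub-Rho substrate (150 nM final) added. Kinetic fluorescence at 480/540 nm over 6 reads at 60 s intervals; 50 mM HEPES pH 7.8, 0.5 mM EDTA, 0.1 mg/ml BSA, 1 mM TCEP, 0.01% Tween-20.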
# TRHR PAM – allosterically enhances the human TRH receptor. enhancement, % at 2 µM. TRHR cells, fluo-8 calcium fluorescence, EC20 TRH enhancement. 360,000 compounds, 0.66% hits. P34981; in the data active means enhancement above about 30%; further: 0% is about no effect
# Target sequence (P34981 whole entry, looked up): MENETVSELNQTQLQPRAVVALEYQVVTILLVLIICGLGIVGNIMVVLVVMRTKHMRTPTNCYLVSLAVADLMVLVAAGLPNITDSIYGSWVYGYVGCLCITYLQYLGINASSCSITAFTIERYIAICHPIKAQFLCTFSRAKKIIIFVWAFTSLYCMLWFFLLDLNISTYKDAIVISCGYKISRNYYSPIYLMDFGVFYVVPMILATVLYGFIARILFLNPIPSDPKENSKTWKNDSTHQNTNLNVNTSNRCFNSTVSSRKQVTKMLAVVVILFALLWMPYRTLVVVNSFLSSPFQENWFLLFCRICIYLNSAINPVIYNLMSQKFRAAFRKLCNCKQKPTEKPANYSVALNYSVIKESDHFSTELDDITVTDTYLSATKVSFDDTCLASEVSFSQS
#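 Enhancer read-out: after compound pinning and an initial kinetic agonist-mode read, an EC20 of TRH (10 nM final) was injected and fluo-8 calcium signal (Ex 480/Em 530) followed at 1 s/cycle for 100 cycles in TRHR-expressing cells.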
# rTrxR1 inhibitor – inhibitors of rat thioredoxin reductase 1; 390,000 compounds, 1% hits; Potency, µM (top dose mostly 114 µM), for inactives: top-dose activity change, negative = inhibition, actives largely listed as inhibitors; recombinant rTrxR1, NADPH fluorescence consumption, selenite substrate; O89049; further: potency means the concentration at half of the fitted maximal effect; on the % scale 0 is the no-effect control and ±100 the full control effect; nearly all actives have a fitted effect of over 65% in size
#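 Rat TrxR1 (90 nM in the dispensed reagent) was pre-reduced with 400 uM NADPH for 5 min at room temperature, then incubated with compound for 15 min. After 400 uM selenite was added, NADPH fluorescence (Ex 340/Em 450 nm) was followed for 8 min.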
# D2 ag – D2 dopamine receptor (human) agonism; P14416; HEK293 T-REx D2 cells, calcium flux agonist mode; activation, % at 2 µM; 340,000 compounds, 0.53% hits;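 active means activation over 3 SD above normal in the single-dose calcium agonist read, cut at about 30% in these data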; further: 0% is about no effect
# Target sequence (P14416 whole entry, looked up): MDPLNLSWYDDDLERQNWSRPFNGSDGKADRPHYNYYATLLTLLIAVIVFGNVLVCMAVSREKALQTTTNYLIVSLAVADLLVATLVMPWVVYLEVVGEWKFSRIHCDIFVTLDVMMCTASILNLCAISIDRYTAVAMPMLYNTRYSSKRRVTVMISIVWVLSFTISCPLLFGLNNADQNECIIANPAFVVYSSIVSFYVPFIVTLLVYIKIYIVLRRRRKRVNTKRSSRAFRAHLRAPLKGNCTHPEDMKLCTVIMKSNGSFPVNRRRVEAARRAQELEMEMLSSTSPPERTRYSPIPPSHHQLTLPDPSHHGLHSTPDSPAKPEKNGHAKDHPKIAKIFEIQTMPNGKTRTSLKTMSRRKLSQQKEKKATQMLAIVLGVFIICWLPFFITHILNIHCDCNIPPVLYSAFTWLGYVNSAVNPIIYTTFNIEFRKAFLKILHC
#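 In this primary screen, compounds producing a positive calcium signal within 180 s of addition to tetracycline-induced, force-coupled HEK293 Trex D2 cells are flagged; cells are dye-loaded with a no-wash calcium kit beforehand.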
# D2 antag – antagonists of human D2 dopamine receptor; HEK293 TREx D2 cells, calcium flux, dopamine EC80; AID 485344; 340,000 compounds, 2% hits; P14416; inhibition, % at 10 µM; in the data active means inhibition above about 30%; further: 0% is about no effect
#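 Overnight-induced (tetracycline, 30 C) HEK293 T-REx cells carrying force-coupled D2 receive a no-wash calcium dye, then compound, then EC80 dopamine at 180 s; signals are read kinetically throughout.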
# IDH1 R132H inh – human IDH1 R132H inhibition | Potency, µM (series often up to 76.6 µM), for inactives: at the top dose activity change, negative = inhibition, actives largely listed as inhibitors | O75874 | AID 602179 | IDH1-R132H enzyme, NADPH consumption, diaphorase/resazurin fluorescence | 390,000 compounds, 0.093% hits; further: potency means the concentration at half of the fitted maximal effect; on the % scale 0 is the no-effect control and ±100 the full control effect; nearly all actives have a fitted effect of over 65% in size
#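 IDH1-R132H (0.5 ug/mL dispensed) in pH 7.5 Tris buffer was preincubated 30 min with compound, then given a substrate mix of 0.016 mM NADPH and 2 mM alpha-KG for 80 min at room temperature; remaining NADPH was read by diaphorase/resazurin fluorescence.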
# TRHR ag – activates the human TRH receptor; TRHR cells, calcium flux fluo-8, FDSS agonist mode; activation, % at 2 µM; 360,000 compounds, 0.18% hits; in the data active means activation above about 30%; further: 0% is about no effect
#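 Steps: seed TRHR cells overnight; add fluo-8 no-wash Ca dye, RT 30 min–1.5 h; record 10 s baseline; pin-transfer compounds; monitor fluorescence 1 cycle/s for the agonist window. Calcium increases flag candidate agonists.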
# An asterisk follows results filed as active; u = inconclusive; x = no result given; [ ] = another dose, or the depositor's remark. Unless noted, the call rests on the fitted dose curve; in most records, active means well fitted inhibition curve with a large enough effect; inconclusive means small, poorly fitted or top-dose-only effect; inactive means no such curve, though single readings can be large or run the other way.
SMILES,PI4K2A inh,TrxR1 substrate,USP1 inh,TRHR PAM,rTrxR1 inhibitor,D2 ag,D2 antag,IDH1 R132H inh,TRHR ag
Cc1nn(-c2ccccc2)c(C)c1NC(=O)COc1ccc2ccccc2c1,-3,-9%,-9%,5,4%,-0.1,-7,5%,-0.3
CCOc1ccccc1C(=O)N(Cc1ccc(N(C)C)cc1)Cc1ccco1,-4,-8%,u,-5,8%,0.5,x,x,0.2
CC(C)N(C(=O)Cn1cc(S(=O)(=O)CC(=O)N2CCOCC2)c2ccccc21)C(C)C,1,-5%,-14%,-3,10%,-0.8,11,-10%,1.3
CCS(=O)(=O)c1nc(S(=O)(=O)c2ccc(Cl)cc2)c(N2CCN(C)CC2)s1,-21,-3%,-6%,0,0%,-3.0,-16,-18%,-0.9
O=c1c2ccccc2c(C=Nc2cccc(O)c2)c(O)n1-c1ccc2c(c1)OCO2,3,-6%,-15%,-4,-13%,0.1,21,8%,0.0
CNc1ccc(Br)cc(C(=O)/C=C/c2ccc(Cl)cc2Cl)c1=O,-3,-2%[57.1 µM],u,-5,-68%,1.7,-4,1%,3.7
NC(=O)CSc1nnc(-c2cc(-c3cccs3)nc3ccccc23)o1,6,88%[activator],10%,-7,21%,0.2,6,-1%,0.2
Nc1cccc(-c2cn3ccsc3n2)c1,-8,6%[57.1 µM],u,-4,23%[57.1 µM],1.6,x,49%[activator],-0.5
CCN(CC(=O)Nc1cccc(S(=O)(=O)N2CCCC2)c1)CC(=O)Nc1ccccc1OC,1,4%[57.1 µM],-11%,-7,21%[57.1 µM],0.2,4,8%,0.6
N#CNC(=Nc1ccc(Cl)cc1)Oc1ccccc1,0,5%,-2%,-2,14%[57.1 µM],-0.7,-10,-5%,0.4
COc1cc(SC)ccc1C(=O)NCC1CCCCC1,1,24%,-20%,-1,12%,-0.9,21,0%,-0.6
Cc1cccc(-c2noc(CNC(=O)c3ccccc3Br)n2)c1,2,-4%,-3%,5,12%,-1.1,x,0%,-0.5
COc1ccccc1-n1nnnc1SCC(=O)NC(=O)Cc1ccccc1,5,-9%,-6%,-2,-5%,-0.7,17,0%,0.1
N#CC1(C#N)[C@@H](C(=O)C23CC4CC(CC(C4)C2)C3)C12CCOCC2,1,-1%,-17%,0,2%,-0.9,-4,-3%,-0.2
N/C(COc1ccc(Cl)cc1)=N\NS(=O)(=O)c1ccccc1,-7,-4%,-1%,-5,-9%,0.1,23,6%,-0.1
CCOC(=O)C1=C(C)Nc2sc(C(=O)c3ccc(OC)cc3)c(N)c2C1c1ccc(C(=O)OC)cc1 (stereo not given),4,-5%,-7%,8,-14%,-1.7,-5,4%,-0.7
CCOC(=O)C1CCN(CCC(=O)Nc2ccc(F)cc2)CC1,5,-8%[57.1 µM],-17%,-4,-11%[57.1 µM],1.3,19,0%,0.7
CCc1cc(C(=O)OC)c(NC(=O)CCCC(=O)O)s1,-5,-7%,-10%,x,-9%,x,x,4%,x
CCOC(=O)c1cc2sccc2n1CC(=O)c1ccc2c(c1)OCCO2,0,-3%[57.1 µM],-9%,5,-13%[57.1 µM],0.8,10,3%,1.4
O=Cc1ccc(OCc2ccccn2)cc1,-7,7%,-16%,3,16%,-0.4,0,-1%,0.4

# Compound profiles, as listed above.
# CCOC(=O)C1CCN(CCC(=O)Nc2ccc(F)cc2)CC1 as listed: PI4K2A inh = 5; TrxR1 substrate = -8%[57.1 µM]; USP1 inh = -17%; TRHR PAM = -4; rTrxR1 inhibitor = -11%[57.1 µM]; D2 ag = 1.3; D2 antag = 19; IDH1 R132H inh = 0%; TRHR ag = 0.7
# CCOc1ccccc1C(=O)N(Cc1ccc(N(C)C)cc1)Cc1ccco1 as listed: PI4K2A inh = -4; TrxR1 substrate = -8%; USP1 inh = u; TRHR PAM = -5; rTrxR1 inhibitor = 8%; D2 ag = 0.5; D2 antag = x; IDH1 R132H inh = x; TRHR ag = 0.2

# The listing continues:
SMILES,PI4K2A inh,TrxR1 substrate,USP1 inh,TRHR PAM,rTrxR1 inhibitor,D2 ag,D2 antag,IDH1 R132H inh,TRHR ag
COc1ccc(CCn2c(C)cc(C(=O)COC(=O)c3cnccn3)c2C)cc1,-6,2%,-24%,-1,14%,0.4,x,11%,0.2
COc1ccc(-c2cc(C(F)(F)F)nc(SCC(N)=O)n2)cc1,0,116%[activator],-7%,5,12%,-0.5,-9,3%,-0.9
CC(C)NC(=S)NN(c1ccccc1)c1ccccc1,2,-5%,-18%,9,-4%,-0.3,-14,4%,-0.5
CSc1ccc(CN2CCN(CC=C(C)C)C(CCO)C2)cc1 (stereo not given),4,10%[57.1 µM],-4%,-10,28%[57.1 µM],-0.4,33*,0%,0.5
Cc1cccc(N2CCN(C(=O)COc3ccc4c(c3)CCC4)CC2)c1C,1,10%[0.457 µM],-3%,6,1%,-0.2,-3,5%,-0.4
CCCc1cc(=O)[nH]c(SCC(=O)N2CCCc3ccccc32)n1,-1,-6%[57.1 µM],-8%,1,4%[57.1 µM],-0.4,13,4%,-0.5
CC(C)CCOc1ccc(-c2c(=O)n(OCc3ccc([N+](=O)[O-])cc3)c3ccccc3[n+]2[O-])cc1,22,2%,-12%,-3,11%,-0.7,-16,2%,0.4
CN(CCc1ccccn1)C(=O)CC1C(=O)NCCN1Cc1cccc(F)c1 (stereo not given),4,10%,-18%,-9,u,-0.3,-4,1%,-0.6
COc1cc(OC)cc(-c2nnc(SCc3cccnc3)o2)c1,-2,4%,-11%,-8,11%,0.6,21,8%,0.9
Cc1cc(C)cc(NC(=O)C2CCCN2S(=O)(=O)c2ccc3c(c2)n(C)c(=O)c(=O)n3C)c1 (stereo not given),-2,3%[57.1 µM],-17%,0,19%[57.1 µM],-0.5,-12,11%,0.6
C=CCc1ccccc1OCC(O)CNC(=O)c1ccccc1C(=O)O (stereo not given),-1,3%,-31%,-4,17%,0.5,-12,0%,-0.1
CCCCc1n[nH]c2c1C(=O)CC(C)(C)C2,13,11%[57.1 µM],-11%,4,15%[57.1 µM],-0.7,-1,11%,0.5
O=C(Nc1nnc(C2CC(=O)N(c3ccc(Cl)cc3)C2)s1)c1ccco1 (stereo not given),1,2%,-12%,-4,36%,-0.7,x,-7%,0.3
O=C(CN1C(=O)NC(Cc2c[nH]c3ccccc23)C1=O)Nc1ccc(F)c(F)c1F (stereo not given),-2,5%,-16%,1,15%,0.3,20,-9%,0.0
CSCC(C)N1CCC(CO)(CCc2ccccc2)CC1 (stereo not given),3,6%,-16%,-2,24%,0.3,3,0%,0.3
O=C(O)CC(SCC(=O)Nc1ccc(Cl)c(S(=O)(=O)N2CCOCC2)c1)C(=O)O (stereo not given),-1,-4%,-15%,-11,34%,0.8,-3,-2%,0.0
Cc1ccc(-n2cccn2)c([C@@H]2C[C@H]3CN(C)C(=O)[C@]34CCCN24)c1,-1,23%[57.1 µM],-8%,-4,3%[57.1 µM],0.0,15,10%,1.6
COc1ccc(Cc2nnc(-c3ccccc3)o2)cc1,8,7%,-22%,1,24%,-0.5,13,16%,-0.3
Cc1ccccc1CS(=O)(=O)CC1(O)CCN(C(=O)c2cccc(C(F)(F)F)c2)CC1,3,-2%[57.1 µM],-6%,8,-13%[57.1 µM],1.8,24,3%,0.0
O=C(c1cccc(S(=O)(=O)N2CCOCC2)c1)N1CCCC(C(F)(F)F)C1 (stereo not given),-1,-5%,-4%,-3,-2%,0.2,0,9%,0.2
O=C(c1ccccc1)N(Cc1nc2ccccc2c(=O)[nH]1)C1CCCC1,-16,8%[57.1 µM],-11%,-3,9%[57.1 µM],0.7,-1,12%,-1.1
Cc1nc(N)nc(N/N=C/c2ccccc2)n1,-4,-14%,-21%,-3,u,0.2,-10,2%,0.4
CCc1cc(C(=O)N2CCCC(CNC(=O)c3ccc(-c4ccccc4)cc3)C2)no1 (stereo not given),1,-2%,-18%,-3,-8%,-0.2,-1,0%,0.3
COc1cccc(C(=O)NCCSc2ccc(C)cc2)c1,1,2%,-15%,9,8%,0.7,-14,-6%,-1.0
O=C(Nc1ccc(OCc2ccccc2Cl)cc1)c1cccnc1,-2,-5%,-8%,-3,22%,x,x,-5%,-0.1
Nc1nc(-c2ccccc2)cn1N,-1,6%[57.1 µM],-21%,-7,2%[57.1 µM],0.6,-1,2%,0.2

# Molecules listed so far with a Cl atom (seven):
SMILES,PI4K2A inh,TrxR1 substrate,USP1 inh,TRHR PAM,rTrxR1 inhibitor,D2 ag,D2 antag,IDH1 R132H inh,TRHR ag
CCS(=O)(=O)c1nc(S(=O)(=O)c2ccc(Cl)cc2)c(N2CCN(C)CC2)s1,-21,-3%,-6%,0,0%,-3.0,-16,-18%,-0.9
CNc1ccc(Br)cc(C(=O)/C=C/c2ccc(Cl)cc2Cl)c1=O,-3,-2%[57.1 µM],u,-5,-68%,1.7,-4,1%,3.7
N#CNC(=Nc1ccc(Cl)cc1)Oc1ccccc1,0,5%,-2%,-2,14%[57.1 µM],-0.7,-10,-5%,0.4
N/C(COc1ccc(Cl)cc1)=N\NS(=O)(=O)c1ccccc1,-7,-4%,-1%,-5,-9%,0.1,23,6%,-0.1
O=C(Nc1nnc(C2CC(=O)N(c3ccc(Cl)cc3)C2)s1)c1ccco1 (stereo not given),1,2%,-12%,-4,36%,-0.7,x,-7%,0.3
O=C(O)CC(SCC(=O)Nc1ccc(Cl)c(S(=O)(=O)N2CCOCC2)c1)C(=O)O (stereo not given),-1,-4%,-15%,-11,34%,0.8,-3,-2%,0.0
O=C(Nc1ccc(OCc2ccccc2Cl)cc1)c1cccnc1,-2,-5%,-8%,-3,22%,x,x,-5%,-0.1
